CCR6 antag: CCR6 receptor antagonists, primary screen, cell-based, CHO-K1, luminescence, beta-arrestin, uHTS. AID 493098, 2011. inhibition, % at 20 µM. actives 0.49% (n = 340,000). CHO-K1 CCR6 PathHunter beta-arrestin, CCL20-stimulated. C-C chemokine receptor type 6 (Homo sapiens), P51684;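 active = compounds whose inhibition of the agonist-driven luminescence signal at 20 µM reaches about 50%, limit read from the data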;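 also: cells stimulated with CCL20 at 14 nM final; plate controls were DMSO with CCL20 for no effect and DMSO without agonist for full effect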
Target sequence (P51684 whole entry, looked up): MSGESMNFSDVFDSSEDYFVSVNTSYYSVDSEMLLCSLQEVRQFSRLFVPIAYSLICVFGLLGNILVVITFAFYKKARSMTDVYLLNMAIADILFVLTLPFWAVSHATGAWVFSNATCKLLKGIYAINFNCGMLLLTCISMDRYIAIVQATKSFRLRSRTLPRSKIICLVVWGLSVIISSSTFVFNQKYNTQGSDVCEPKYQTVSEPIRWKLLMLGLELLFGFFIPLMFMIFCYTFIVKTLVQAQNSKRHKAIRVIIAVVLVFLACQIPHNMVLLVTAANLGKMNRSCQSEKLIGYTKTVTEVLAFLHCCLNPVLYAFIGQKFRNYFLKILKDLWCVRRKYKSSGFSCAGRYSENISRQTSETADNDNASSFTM
CHOP UPR activ: activators of apoptotic CHOP UPR arm, primary screen, cell-based, CHO-CHOP luciferase reporter, luminescence, uHTS. activation, % at 10 µM. actives 0.34% (n = 330,000). UPR activation; percent of tunicamycin response over DMSO baseline. AID 449763, 2010;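 active = at 10 µM dose, activation of 40% or more, normalized to positive control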;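 also: 100% = tunicamycin at 10 µg/mL and 0% = DMSO alone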
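assay system = CHO CHOP reporter cells | amount = 500 CHO-CHOP cells per well | buffer or medium = F12 with 10% FBS | incubation = 16-18 h cell attachment, then 6 h compound exposure, 37 °C | detection = luminescence read with Steady-Glo | read-out = percent activation relative to tunicamycin control | controls = tunicamycin high control, DMSO low control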
Mdm2-MdmX inh: inhibitors of human Mdm2-MdmX association, primary screen, cell-based, luminescence, split luciferase, SaOS-2, uHTS. actives 3% (n = 330,000). SaOS-2 split-luciferase Mdm2/MdmX complementation. Protein Mdm4 (Homo sapiens) + E3 ubiquitin-protein ligase Mdm2 (Homo sapiens), …. inhibition, % at 8 µM;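 active = inhibition of at least 50% at 8 µM in the primary screen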
EBI2 block: EBI2 receptor antagonists, beta-arrestin recruitment, primary screen, cell-based, luminescence, 7a,25-OHC stimulation, uHTS; actives 0.81% (n = 360,000); AID 651636, 2012; inhibition, % at 5 µM; 7a,25-OHC stimulated; in the data active = inhibition above about 38%;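 also: enzyme fragment complementation signal reports receptor beta-arrestin coupling in cells; 0% = agonist plus DMSO wells and 100% = wells without agonist; some results beyond the cut were filed as inactive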
UPR XBP1 act: activators of adaptive XBP1 UPR arm, primary screen, cell-based, CHO-XBP1 luciferase reporter, luminescence, uHTS; IRE1-XBP1 UPR activation; percent of tunicamycin response, DMSO as zero; activation, % at 20 µM; actives 0.33% (n = 330,000); AID 463104, 2010;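 active = versus positive control, 20 µM dose yields 30% or more activation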;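 also: 100% = tunicamycin at 10 µg/mL and 0% = DMSO only wells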
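incubation = overnight seeding at 37 °C, 6 h compound treatment at 37 °C | assay system = CHO-XBP1 cells stably carrying IRE1-XBP1-driven luciferase reporter | input = 1000 cells per well | detection = luciferase luminescence | dosing = single point, 20 µM final compound, 1% DMSO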
CXCR6 block: CXCR6 receptor inhibitors, primary screen, cell-based, beta-arrestin, luminescence, CHO-K1 PathHunter, 1536-well | inhibition, % at 20 µM | actives 0.36% (n = 360,000); in the data active = inhibition above about 34%, passing the limit was not always enough;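 also: antagonist mode with CXCL16 agonist at 10 nM final; 0% = 10 nM CXCL16 with DMSO and 100% = unstimulated wells without agonist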
Target sequence (O00574 whole entry, looked up): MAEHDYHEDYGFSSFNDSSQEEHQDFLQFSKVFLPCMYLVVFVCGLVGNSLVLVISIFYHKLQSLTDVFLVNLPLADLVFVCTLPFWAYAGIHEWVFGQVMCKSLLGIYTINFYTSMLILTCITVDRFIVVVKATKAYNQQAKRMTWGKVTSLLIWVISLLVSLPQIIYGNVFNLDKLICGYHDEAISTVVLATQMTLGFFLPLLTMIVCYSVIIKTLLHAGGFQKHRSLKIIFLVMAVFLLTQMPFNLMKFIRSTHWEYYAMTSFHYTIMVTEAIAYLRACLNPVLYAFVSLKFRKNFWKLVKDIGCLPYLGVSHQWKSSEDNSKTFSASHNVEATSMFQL
tim23-1 inh: growth inhibitors of tim23-1 mutant yeast, primary screen, luminescence, uHTS | S. cerevisiae tim23-1 growth, BacTiter-Glo luminescence, 24 h | inhibition, % at 20 µM | actives 1.3% (n = 330,000);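 active = growth inhibition of the mutant yeast at or above 50%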;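 also: temperature-sensitive mutant grown at 25 °C; plate controls were DMSO-treated mutant yeast for no effect and medium wells lacking yeast for full effect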
APJ antag: antagonists of human apelin receptor APJ, primary screen, CHO-K1 cells, beta-arrestin complementation, luminescence; P35414; inhibition, % at 20 µM; actives 0.32% (n = 330,000); AID 2521, 2010;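 active = inhibition above about 40% at 20 µM, limit read from the data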;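 also: cells challenged with 10 nM apelin-13 agonist together with compound; plate controls were apelin-13 plus DMSO wells for no effect and DMSO wells lacking apelin-13 for full effect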
Target sequence (P35414 whole entry, looked up): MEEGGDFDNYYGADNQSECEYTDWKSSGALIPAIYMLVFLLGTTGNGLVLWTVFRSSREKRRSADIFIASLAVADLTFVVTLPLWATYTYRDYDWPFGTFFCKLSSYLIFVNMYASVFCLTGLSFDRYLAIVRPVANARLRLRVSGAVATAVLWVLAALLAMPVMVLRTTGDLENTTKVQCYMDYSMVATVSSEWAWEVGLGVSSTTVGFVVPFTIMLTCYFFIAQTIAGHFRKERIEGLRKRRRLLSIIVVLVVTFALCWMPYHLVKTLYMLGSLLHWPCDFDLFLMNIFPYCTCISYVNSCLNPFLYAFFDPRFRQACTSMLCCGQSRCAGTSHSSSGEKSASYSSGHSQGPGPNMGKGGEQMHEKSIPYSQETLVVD
APJ agonist: agonists of human apelin receptor APJ, primary screen, CHO-K1 cells, PathHunter beta-arrestin, luminescence | P35414 | 0% DMSO wells, 100% apelin | activation, % at 20 µM | actives 0.11% (n = 330,000) | AID 2520, 2010;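 active = activation more than six SD over the plate average, tested at 20 µM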;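 also: 0% = DMSO alone and 100% = apelin-13 at 10 nM; some results filed as inactive read as strong as hits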
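Material: CHO-K1 APJ beta-arrestin complementation cell line; Input: cell density 1000 per well; Incubation: compound stimulation 90 min at 25 °C, detection 60 min; Signal: luminescence from split beta-galactosidase complementation, Galacton Star/Emerald II substrate; Controls: DMSO-only wells as negative, 10 nM Apelin-13 as positive control.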
* marks the source's active call; other numbers are inactive results; · = not tested or not shown. Not all compounds are listed. The share of hits here may be higher or lower than overall.

SMILES	CCR6 antag	CHOP UPR activ	Mdm2-MdmX inh	EBI2 block	UPR XBP1 act	CXCR6 block	tim23-1 inh	APJ antag	APJ agonist
CC(C)C(NC(=O)c1ccccc1)c1nnc(SCC(=O)Nc2nccs2)n1C (stereo not given)	-16	0.0	9	0	-1	-10	-2	-10	-4
CCOC(=O)/C(C(N)=NC)=C(\O)c1ccccc1	-7	0.5	-6	3	2	-2	21	7	1
Cc1cccc(CN2C(=O)/C(=C\c3ccc(C(=O)NCCN4CCOCC4)cc3)Sc3ccccc32)c1	13	7.6	80*	-6	1	16	35	-13	5
Cc1ccc(N(C)S(=O)(=O)c2cccc(C(=O)Nc3ccc(N4CCOCC4)cc3)c2)cc1	0	-0.7	-19	-12	2	-16	19	-133	4
Cc1ccc(NC(=O)CSCC(=O)NCCc2ccccc2)cc1	4	-1.4	2	-3	-2	2	10	2	0
COc1ccc(OC)c2c(N3CC(C)OC(C)C3)cc(C(F)(F)F)nc12 (stereo not given)	-17	-2.3	16	-6	-1	-2	23	-6	1
S=c1[nH]nc(-c2ccc3ccccc3n2)n1-c1ccc2c(c1)OCCO2	10	1.1	3	-13	2	7	18	9	1
CS(=O)(=O)N1CCC(C(=O)N2CCN(Cc3ccccc3)CC2)CC1	15	-0.5	-4	-12	-1	-1	-4	-5	-1
C=CCn1c(O)c(N=Nc2ccccc2C)c2ccccc21	14	-0.8	30	·	-1	·	4	2	-5
CCOC(=O)c1ccc(NC(=O)C2CCCN(S(=O)(=O)c3cnc[nH]3)C2)cc1 (stereo not given)	5	0.1	33	-7	-2	-8	-1	4	3

Some of these compounds in order of the APJ agonist value, rising:
compound,CCR6 antag,Mdm2-MdmX inh,EBI2 block,CXCR6 block,APJ antag,APJ agonist
CC(C)C(NC(=O)c1ccccc1)c1nnc(SCC(=O)Nc2nccs2)n1C (stereo not given),-16,9,0,-10,-10,-4
Cc1ccc(NC(=O)CSCC(=O)NCCc2ccccc2)cc1,4,2,-3,2,2,0
S=c1[nH]nc(-c2ccc3ccccc3n2)n1-c1ccc2c(c1)OCCO2,10,3,-13,7,9,1
Cc1ccc(N(C)S(=O)(=O)c2cccc(C(=O)Nc3ccc(N4CCOCC4)cc3)c2)cc1,0,-19,-12,-16,-133,4

Following part.
SMILES	CCR6 antag	CHOP UPR activ	Mdm2-MdmX inh	EBI2 block	UPR XBP1 act	CXCR6 block	tim23-1 inh	APJ antag	APJ agonist
O=[N+]([O-])c1ccc2nonc2c1Nc1ccccc1	-5	-1.6	13	1	2	-2	5	-33	9
O=C(CN1C(=O)c2ccccc2C1=O)Nc1ccccc1N1CCOCC1	0	0.2	7	-6	0	-3	7	-10	-3
O=C1NC2(CCCCCC2)C(=O)N1Cc1ccccc1	5	0.4	8	9	0	0	3	17	0
Cc1ccsc1C1C=C(c2cccc(Br)c2)Nc2ncnn21 (stereo not given)	11	-6.3	8	2	-5	-6	27	6	-5
O=C1c2ccccc2C(=O)N1CCC1=CCCCC1	19	3.5	-25	21	1	3	3	17	-2
CCCc1cc(=O)[nH]c(SCC(N)=O)n1	-3	-2.7	3	1	-3	-8	7	-3	-1
O=[N+]([O-])c1cccc2nc(-c3ccccc3)c(-c3ccccc3)nc12	23	2.7	-18	1	1	3	18	1	-1
COc1ccc(N=c2scc(-c3ccc(OC)cc3)n2CCO)cc1	1	-1.0	-15	33	2	-3	41	5	-5
O=C(NCCCN1CCOCC1)c1ccccc1NS(=O)(=O)c1ccc(Br)cc1	-11	-1.1	23	-3	2	3	7	6	-2
COc1ccc(N2CC(NS(=O)(=O)c3ccc(F)cc3)CC2=O)cc1 (stereo not given)	0	-0.7	-4	-3	0	-3	-7	-2	-1
C=CCSc1nc2ccccc2c(=O)n1Cc1ccccc1	21	-4.4	-12	-4	-1	1	-3	12	-3
COc1cc2c(cc1OC)C(c1cccs1)N(C(=O)c1cccc(S(=O)(=O)N(C)C)c1)CC2 (stereo not given)	0	1.5	-10	3	0	4	5	0	-1
CN(CC(=O)NCCc1ccc(S(N)(=O)=O)cc1)CC(=O)Nc1cccc(F)c1	3	0.0	4	5	2	-2	-5	-1	7
CC12CCCc3c(O)cc(=O)n(c31)-c1ccccc12 (stereo not given)	-6	-0.2	26	-5	0	-4	15	9	-3
CC(C(=O)N1c2ccc(F)cc2CCC1C)N1C(=O)c2ccccc2C1=O (stereo not given)	20	-0.2	14	3	-2	-1	20	4	-4
Cc1cccc(CC(=O)Nc2ccon2)c1	9	-2.1	2	-4	0	6	8	5	-3
O=C(CC1OC(=O)c2ccccc21)Nc1cc(Cl)ccc1N1CCOCC1 (stereo not given)	13	0.9	5	-9	-2	8	8	15	0
CC(=O)Nc1ccc(Nc2nc(-c3cc4ccccc4oc3=O)cs2)cc1	-8	15	-134	-14	8	-16	14	-3	17*
COc1ccc(O)c(-c2cc(-c3cccs3)[nH]n2)c1	-1	4.5	2	20	0	-4	64*	-3	-3
CC(Oc1ccccc1)C(=O)Nc1cccc([N+](=O)[O-])c1 (stereo not given)	9	1.7	18	-5	-1	-6	16	23	-6
O=C(CCc1nc2ccccc2c(=O)[nH]1)OCC(=O)c1ccc(C2CCCCC2)cc1	14	2.2	2	-2	0	10	3	18	-1
COCCn1cnc2c1c(=O)n(CC#N)c(=O)n2Cc1ccccc1	4	-1.1	-14	-1	-2	-9	5	1	0
COc1cc(C2NC(=O)NC(C)=C2C(=O)OC2CCCC(C)C2)cc(Br)c1O (stereo not given)	-4	1.0	4	-7	1	1	18	3	0
Clc1ncccc1-c1nnn(-c2ccccc2)n1	10	3.3	-151	1	-1	3	17	-12	-4
CC(Nc1c([N+](=O)[O-])c(=O)oc2ccccc12)C(Cl)c1ccccc1 (stereo not given)	13	-2.7	17	-6	2	5	31	11	-2
O=C(NNC(=O)c1ccncc1)c1ccccc1	11	1.6	0	-5	-8	4	2	-7	-1
COc1ccc(CCNS(=O)(=O)c2ccc3c(c2)NC(=O)CS3)cc1OC	5	1.1	18	-4	0	0	1	-11	12
O=C(COc1ccccc1Cl)NCCCNC(=O)c1cccnc1	6	-0.5	3	-8	-4	11	-4	-3	0
COc1ccccc1NS(=O)(=O)c1cc(NC(C)=O)ccc1N1CCCCC1	1	0.2	-1	7	-3	3	16	5	-3
CCn1ccnc1CN1CCCC(C(=O)c2ccc3cc(OC)ccc3c2)C1 (stereo not given)	5	-0.6	26	14	-3	3	18	-6	-2
O=Cc1cccn1-c1ncc(Br)cn1	0	1.0	11	1	0	-5	10	1	-2
Cc1ccc2cc(C=C(C#N)C#N)c(N3CCCCC3)nc2c1	21	9.4	13	-13	2	3	75*	-11	0
CC(=O)Nc1cccc(NC(=O)c2cc(-c3cccnc3)nc3ccc(Cl)cc23)c1	2	-0.1	37	-10	-2	-12	-6	-4	4
CC(C)CN(C(=O)CN1CCN(c2ccc([N+](=O)[O-])cc2)CC1)c1c(N)n(CC(C)C)c(=O)[nH]c1=O	11	0.9	-18	-2	-2	0	27	34	-2
COc1ccc(S(=O)(=O)N(C)CC(=O)NCCC2=CCCCC2)cc1OC	2	-2.0	28	-14	0	-5	1	-10	-5
COc1ccc(S(=O)(=O)N2CCC(C(=O)NCCC(=O)Nc3ccc(Cl)cc3)CC2)cc1	5	-1.4	8	28	-5	-10	-10	22	-5
Cc1ccc2c(c1)c1nnc(SCC(=O)Nc3ccccc3C(F)(F)F)nc1n2CC(=O)O	26	-0.8	0	1	-3	6	7	5	-1
COc1cccc(/C(O)=C2/C(=O)C(=O)N(CCN(C)C)C2c2ccc(Br)cc2)c1 (stereo not given)	-2	2.8	2	17	-2	-1	-1	15	-6
CCCOc1ccc(-c2nnc(-c3ccncc3)o2)cc1	-5	4.7	-83	-18	1	-3	28	-1	-3
Cc1c(C(=O)N2CCC(Cc3ccccc3)CC2)cccc1[N+](=O)[O-]	9	-0.5	15	10	-2	-7	32	5	-3
Cc1cc(C)c2c(Cn3ccnc3)cc(=O)oc2c1	-4	0.4	-1	5	2	-12	14	3	-2
CCN(CC)C(=O)c1cc(Cl)ccc1NC(=O)c1ccco1	7	-0.4	-18	-10	-1	18	17	-10	-3
COc1cc(-c2nnc3sc(Cc4ccccc4)nn23)cc(OC)c1OC	13	1.9	35	25	7	13	27	-1	-5
COc1ccc(-c2ccc(NC(=O)c3ccco3)cc2)nn1	·	-6.7	7	-11	-6	-12	57*	0	2
N#Cc1nc(Nc2cccc(Cl)c2)c2ncn(C3CCCC3)c2n1	10	10	31	21	6	0	38	14	2
O=C(CSc1nc2nn(-c3ccccc3)c(=O)c-2c2n1CCCCC2)Nc1ccc(F)c(F)c1	25	6.7	55*	23	-4	20	18	16	-3
Cc1ccc2nc(SC(C)C(=O)N3CCOCC3)[nH]c2c1 (stereo not given)	-1	3.6	-14	-8	-4	2	-4	2	0
O=C(NCCCN1CCOCC1)c1ccc2c(c1)N(Cc1ccccc1)CCS2	8	-1.6	0	21	-3	4	13	16	-2
O=C1N=C(N2CCc3ccccc3C2)S/C1=C\c1ccc(O)cc1	17	1.0	15	12	0	6	45	9	-2
CCCCc1nnc(NC(=O)C2=COCCO2)s1	-1	2.0	-25	7	-5	7	11	1	24

Next entries follow:
SMILES	CCR6 antag	CHOP UPR activ	Mdm2-MdmX inh	EBI2 block	UPR XBP1 act	CXCR6 block	tim23-1 inh	APJ antag	APJ agonist
CC(C)(C)C(=O)NCc1ccc(C(=O)CSc2nnc(C3CC3)n2C2CC2)s1	1	-1.7	1	0	-2	-2	6	13	-3
O=C(NCc1ccccc1Cl)c1cnn2cccnc12	8	0.7	15	-9	-4	-8	16	-4	0
COc1cc(CN(C)c2ncnc3sccc23)ccc1OC(F)F	15	-1.0	24	-1	-2	5	7	-15	-1
CN(C(=O)Cn1cnc([N+](=O)[O-])n1)C1CCCCC1	8	0.6	-4	6	2	6	12	-9	-1
COc1ccccc1N1CCN(CC(=O)c2c[nH]c3ccccc23)CC1	3	-1.3	5	1	-3	-8	9	13	1
O=C(Nc1ccccc1C(=O)OCn1nnc2ccccc2c1=O)c1ccco1	11	0.8	30	4	1	7	-1	24	-6
CCn1c(COc2ccc(OC)cc2)nc2ccccc21	2	4.7	-53	-2	3	-3	33	-4	4
Cn1c(C(=O)N2CCCC(C(=O)NCc3ccccc3)C2)cc2sccc21 (stereo not given)	2	-0.1	18	25	-3	4	17	9	-5
O=C(Cn1cc([N+](=O)[O-])cn1)NCc1ccccc1Cl	3	0.4	9	-1	-1	5	-12	12	2

Assay outcomes: PubChem, Sanford-Burnham Center for Chemical Genomics
